Screening data from PubChem.
MCL1 BIM primary = disrupts human MCL1 binding to BIM-BH3 peptide; Q07820; GST-MCL1 / FITC-Bim-BH3 fluorescence polarization; inhibition, % at 10.9 µM; 0.68% of 320,000 active; AID 2057;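 active means inhibition above the mean inhibition of all tested compounds plus 3 SD, set per campaign, cut at about 40% in these data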;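 further: 0% = DMSO wells and 100% = unlabeled Bim-BH3 peptide control; higher means more loss of mP so more displacement of Bim peptide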
AGP1-GFP MLPCN = modulators of TOR pathway AGP1-GFP in S. cerevisiae; S. cerevisiae AGP1-GFP multiplex flow cytometry, 3 h; GFP as percent of DMSO wells; GFP response vs DMSO, % at 10 µM; 0.02% of 320,000 active; AID 2066;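 active means GFP response relative to DMSO above a set limit, near screen average plus 3 SD, cut at about 150% in these data; inconclusive means fewer than 70 cells counted for the yeast strain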;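 further: median GFP channel fluorescence of the gated AGP1 strain per well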
GRK2 aptamer HTS = blocks RNA aptamer binding to human GRK2. P25098. bead flow cytometry, FAM-aptamer displacement from GRK2. inhibition of aptamer binding, % at 10 µM. 0.59% of 330,000 active. AID 488847;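 active means inhibition of aptamer binding above 40%, roughly 3 SD of noise, on plates passing a quality check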;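 further: median bead fluorescence of bound FAM aptamer so fluorescent compounds give negative values; no value below 0 was filed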
Target sequence (P25098 whole entry, looked up): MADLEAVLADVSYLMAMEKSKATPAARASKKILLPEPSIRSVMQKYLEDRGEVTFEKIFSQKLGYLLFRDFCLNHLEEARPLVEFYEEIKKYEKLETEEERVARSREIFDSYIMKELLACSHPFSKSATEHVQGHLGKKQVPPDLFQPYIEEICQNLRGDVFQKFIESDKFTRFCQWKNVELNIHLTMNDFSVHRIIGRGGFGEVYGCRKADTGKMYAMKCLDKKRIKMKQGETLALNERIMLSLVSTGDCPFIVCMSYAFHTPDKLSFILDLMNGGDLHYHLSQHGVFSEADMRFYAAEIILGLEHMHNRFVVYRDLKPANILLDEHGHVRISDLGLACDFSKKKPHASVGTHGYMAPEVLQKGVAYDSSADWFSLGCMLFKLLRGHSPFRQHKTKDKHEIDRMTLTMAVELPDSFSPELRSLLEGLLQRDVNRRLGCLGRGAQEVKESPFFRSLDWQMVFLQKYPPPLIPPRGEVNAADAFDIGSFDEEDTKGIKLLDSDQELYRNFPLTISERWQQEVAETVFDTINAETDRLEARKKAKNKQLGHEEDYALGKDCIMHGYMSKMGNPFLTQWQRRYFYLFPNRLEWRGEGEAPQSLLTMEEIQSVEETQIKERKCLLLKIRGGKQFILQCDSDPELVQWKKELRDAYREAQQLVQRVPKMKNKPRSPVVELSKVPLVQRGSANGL
GLD-1 TGE inh = GLD-1-TGE RNA interaction inhibition (C. elegans); purified GLD-1 + fluorescein TGE RNA, fluorescence polarization; 0.44% of 320,000 active; inhibition, % at 5.96 µM; Q17339; AID 2280;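 active means percent inhibition above a per-plate cutoff, the plate mean of test compounds plus 3 SD, cut at about 30% in these data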;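 further: 0% = DMSO wells with GLD-1 and probe and 100% = wells lacking GLD-1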
Yeast superoxide = caloric restriction mimetics inhibiting age-related superoxide in yeast; S. cerevisiae aged cells, superoxide DHE fluorescence; active compounds read low; superoxide response (% of plate mean), % at 10 µM; 0.18% of 330,000 active; AID 2690;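 active means superoxide response under a set limit, about three screen SD below normal, cut at about 65% in these data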;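 further: yeast aged for seven days with compound at 30 °C before DHE staining; 100% = average MFI of all compound-treated wells on the plate with controls excluded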
VLA-4 inh = inhibition in a human VLA-4 binding assay. inhibition, % (about 7 µM as worked out from the volumes in the protocol). P13612. 0.2% of 330,000 active. VLA-4 expressing cells, ligand binding flow cytometry; in the data active means inhibition above about 50%
Bcl-xL primary = Bcl-xL (human) inhibition | Q07817 | GST-Bcl-xL / FITC-Bim BH3 peptide fluorescence polarization | inhibition, % at 10.9 µM | 0.7% of 320,000 active;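 active means inhibition above the mean of all tested compounds plus 3 SD, cutoff set per campaign, cut at about 30% in these data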;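 further: 0% = DMSO wells and 100% = unlabeled Bim-BH3 peptide competitor; inhibitors lower millipolarization by displacing the labeled peptide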
Target sequence (Q07817 whole entry, looked up): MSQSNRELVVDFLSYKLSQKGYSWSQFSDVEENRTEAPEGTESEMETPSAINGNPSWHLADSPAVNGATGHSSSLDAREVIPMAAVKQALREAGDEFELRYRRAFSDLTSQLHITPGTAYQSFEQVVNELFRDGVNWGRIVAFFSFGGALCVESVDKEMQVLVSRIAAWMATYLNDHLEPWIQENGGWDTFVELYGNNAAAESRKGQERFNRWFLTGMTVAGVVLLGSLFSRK
MEX-5 binding = C. elegans MEX-5 TCR-2 RNA binding activity. 0.38% of 300,000 active. activity score (negative = inhibition of binding), % at 10 µM. AID 1832. MEX-5/FITC-TCR2 RNA binding, fluorescence polarization; active compounds read low;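 active means inhibition past about -25% in most replicates, and total fluorescence under double the plate's negative control median, limit read from the data; inconclusive means replicates evenly split on the limit, or fluorescence at least double controls; inactive means too little inhibition in most replicates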;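 further: 0% = DMSO and -100% = 5 µM competing unlabeled TCR2 RNA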
CIT2 TOR yeast = modulators of TOR pathway CIT2-GFP in S. cerevisiae; S. cerevisiae CIT2-GFP strain, flow cytometry, 3 h; 100 means same as DMSO wells; GFP response vs DMSO, % at 10 µM; 0.065% of 320,000 active; AID 2029;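 active means GFP response relative to DMSO above a set limit, near the screen mean plus 3 SD, cut at about 150% in these data; inconclusive means Fewer than 70 cells measured for a yeast strain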;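 further: ratio of well median GFP fluorescence to mean of DMSO wells on the plate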
* = called active by the depositor; ? = inconclusive; . = not tested or not shown; [ ] = remark or other dose. The order is random (roughly 2.1% active in at least one column).

SMILES	MCL1 BIM primary	AGP1-GFP MLPCN	GRK2 aptamer HTS	GLD-1 TGE inh	Yeast superoxide	VLA-4 inh	Bcl-xL primary	MEX-5 binding	CIT2 TOR yeast
NS(=O)(=O)c1ccc(NC(=O)c2cccc(Cl)c2)cc1	-7	103	5	7	97	3	7	0.3	95
CC(=O)NN1C(=O)c2ccc(Oc3ccc([N+](=O)[O-])cc3)cc2C1=O	1	102	4	1	94	12	3	0.1	100
CC(NC(=O)c1ccc(N(C)C)cc1)c1ccc(F)cc1 (stereo not given)	-4	92	1	-1	98	8	5	0.4	95
CCCC(=O)N1CCN(Cc2nc3cc([N+](=O)[O-])ccc3n2C)CC1	7	95	0	-8	85	8	4	0.0	97
COc1ccc(OC)c(NC(=O)COC(=O)c2ccc(-n3cnnn3)cc2)c1	-3	97	0	3	107	27	-2	-2.1	89
CCC(CC)NC(=O)c1ccc2nc[nH]c2c1	2	98	3	3	98	4	3	-0.1	100
O=C(C1CC1)N1CCC(c2nc(-c3ccc(S(=O)(=O)N4CCCC4)cc3)no2)CC1	-5	100	0	7	107	11	4	0.7	99
CC1CCN(S(=O)(=O)c2ccc(NC(=O)[C@@H]3CCCN3C(=O)c3cccs3)cc2)CC1	-13	102	3	3	91	8	-12	.	101
O=C(CSc1nnc(-c2ccccc2O)o1)Oc1ccc(Br)cc1	2	.	3	4	95	8	-6	-0.4	96
O=C(O)c1ccccc1NC(=O)c1ccccc1Nc1ccccc1	12	106	1	-1	115	-4	9	-2.7	109
COc1ccc(CN2CCC(Oc3cc(C(=O)NC4CC4)ccc3OC)CC2)c(O)c1	7	101	0	3	95	-15	5	-0.5	114
CS(=O)(=O)N(CC(=O)N1CCCCCC1)c1cccc([N+](=O)[O-])c1	1	89	0	10	128	-2	3	0.0	104
COc1ccc(OC)c(NC(=O)c2cn(C)c(=O)c3cc(OC)c(OC)cc23)c1	1	75	0	4	94	-16	5	1.1	113
O=C(O)c1ccccc1-c1nc2cc(Cl)ccc2c(=O)n1O	-2	102	0	0	96	-1	5	-1.1	101
O=C1c2ccccc2C(=O)N1CN(C(=O)COc1ccccc1)c1ccccc1	6	97	2	3	117	1	6	0.6	93
CN(C(=S)NC(=O)C1CC1)c1ccc(O)cc1	-2	95	0	-8	104	-6	3	.	100
COc1ccc(CNC(=O)c2ccc(N3CCC4(CC3)CC(c3ccc(Cl)cc3)=NO4)c(N)c2)cc1	6	82	1	8	101	0	8	2.6	71
CCOC(=O)c1oc2ccccc2c1CSc1nnnn1-c1ccc(C)cc1	7	90	0	5	103	3	5	1.5	.
O=C1N(c2ccccc2C(F)(F)F)OC1(Cc1ccccc1)c1ccccc1 (stereo not given)	7	97	5	-4	105	-6	5	.	101
COc1ccc(-c2nc(Cc3ccc(Cl)cc3)no2)cc1OC	1	108	0	-1	102	-6	6	2.7	108
COc1ccc(CNCCc2ccc([N+](=O)[O-])cc2)c(OC)c1OC	7	93	0	-4	102	23	3	-2.3	104
N#Cc1cc(N)ccc1-n1cccc1	-9	105	3	17	106	26	1	0.0	101
Nc1ccc(NC(=O)c2cccc(C(=O)Nc3ccc(N)cc3Cl)c2)c(Cl)c1	1	93	0	-5	95	-16	2	2.6	100
COC(=O)c1ccc(N2OC3(C)C=CC2CC3)cc1 (stereo not given)	8	105	0	6	82	-15	4	2.9	104
C=CCn1cc(C(=O)N2CCN(C)CC2)c(=O)c2cc(S(=O)(=O)N3CCCC3)ccc21	8	101	0	2	105	10	6	3.2	95
O=[N+]([O-])c1ccc(O)c2ncccc12	8	106	0	8	81	32	1	-2.4	82
COc1cc(SC)ccc1C(=O)N1CC(C)OC(C)C1 (stereo not given)	8	100	0	-2	101	2	7	0.3	96
Cc1noc(C)c1COc1ccc(C(=O)OCC(=O)NCCN2C(=O)CSC2=O)cc1	-6	.	1	6	104	6	0	1.5	99
N#CC1CN(Cc2ccccc2)CN(Cc2ccccc2)C1	4	110	0	-3	114	15	4	2.5	99
CC(C)c1cc(C(=O)N/N=C/c2cccnc2)cs1	13	98	4	2	95	-17	4	1.9	104

Sorted by molar mass (smallest number first): part of the list above.
SMILES	MCL1 BIM primary	AGP1-GFP MLPCN	GRK2 aptamer HTS	GLD-1 TGE inh	Yeast superoxide	VLA-4 inh	Bcl-xL primary	MEX-5 binding	CIT2 TOR yeast
COC(=O)c1ccc(N2OC3(C)C=CC2CC3)cc1 (stereo not given)	8	105	0	6	82	-15	4	2.9	104
COc1ccc(-c2nc(Cc3ccc(Cl)cc3)no2)cc1OC	1	108	0	-1	102	-6	6	2.7	108
O=C1N(c2ccccc2C(F)(F)F)OC1(Cc1ccccc1)c1ccccc1 (stereo not given)	7	97	5	-4	105	-6	5	.	101
CCOC(=O)c1oc2ccccc2c1CSc1nnnn1-c1ccc(C)cc1	7	90	0	5	103	3	5	1.5	.
Nc1ccc(NC(=O)c2cccc(C(=O)Nc3ccc(N)cc3Cl)c2)c(Cl)c1	1	93	0	-5	95	-16	2	2.6	100
C=CCn1cc(C(=O)N2CCN(C)CC2)c(=O)c2cc(S(=O)(=O)N3CCCC3)ccc21	8	101	0	2	105	10	6	3.2	95

New compounds follow:
SMILES	MCL1 BIM primary	AGP1-GFP MLPCN	GRK2 aptamer HTS	GLD-1 TGE inh	Yeast superoxide	VLA-4 inh	Bcl-xL primary	MEX-5 binding	CIT2 TOR yeast
O=C(Nc1cccc(C(=O)N2CCOCC2)c1)NC1CCCCC1	-3	101	0	-3	91	5	2	-4.3	102
Cc1cccc(C)c1NC(=O)CNCC(=O)N(C)C	4	100	3	1	99	4	12	-7.7	104
Clc1ccc(CN2CCSCC2)c(Cl)c1	11	105	7	-5	111	-6	7	-3.6	104
COc1ccccc1NS(=O)(=O)c1ccc(OC)c([N+](=O)[O-])c1	6	81	0	0	93	-8	6	-0.5	103
CCCCn1c2c(c3ccccc31)CCc1nonc1-2	-3	100	2	2	93	-7	-2	3.2	93
COc1ccc(Cn2ccnc2SCC(=O)Nc2nnc(C)s2)cc1	6	98	1	9	96	-1	-1	3.0	108
C=CCOC(=O)CCP(=O)(CCC(=O)OCC=C)c1ccccc1	0	98	1	2	93	5	5	1.5	101
CCc1cn(C2CC(O)C(CO)O2)c(=O)[nH]c1=O (stereo not given)	0	101	0	5	132	17	6	.	90
O=C(COc1ccccc1)Nc1ccc(S(=O)(=O)N2CCCCCC2)cc1	10	18[may fluoresce violet]	3	1	103	8	5	0.9	?
CC(C)CN1C(=O)C(=O)N(CC(=O)NC2CCCc3ccccc32)C1=O (stereo not given)	-2	102	3	9	102	-8	6	0.1	100
CCCOC(c1ccccc1)(c1ccc(C(F)(F)F)cc1)C(Oc1nc(C)cc(C)n1)C(=O)O (stereo not given)	-6	90	0	-2	104	-3	-6	0.8	92
Cc1cccc(Oc2nc3c(c(=O)n(C)c(=O)n3C)n2C)c1	2	99	4	-5	100	9	4	0.2	97
C=C(C)CSc1nnc(-c2cc(OC)c(OC)c(OC)c2)n1N	11	99	0	1	84	-9	1	-1.2	100
COc1cc(C)nc(OCCNC(=O)COc2ccc(Cl)cc2C)n1	6	91	1	0	97	-13	3	0.6	99
CNC(=O)NCCN1CCCC1=O	1	98	0	6	105	2	4	0.5	108

One compound at a time (already shown). Order of values: MCL1 BIM primary	AGP1-GFP MLPCN	GRK2 aptamer HTS	GLD-1 TGE inh	Yeast superoxide	VLA-4 inh	Bcl-xL primary	MEX-5 binding	CIT2 TOR yeast
Profile of CC1CCN(S(=O)(=O)c2ccc(NC(=O)[C@@H]3CCCN3C(=O)c3cccs3)cc2)CC1 : -13	102	3	3	91	8	-12	.	101
Profile of CCCC(=O)N1CCN(Cc2nc3cc([N+](=O)[O-])ccc3n2C)CC1 : 7	95	0	-8	85	8	4	0.0	97
Profile of N#CC1CN(Cc2ccccc2)CN(Cc2ccccc2)C1 : 4	110	0	-3	114	15	4	2.5	99
Profile of Clc1ccc(CN2CCSCC2)c(Cl)c1 : 11	105	7	-5	111	-6	7	-3.6	104
Profile of Cc1noc(C)c1COc1ccc(C(=O)OCC(=O)NCCN2C(=O)CSC2=O)cc1 : -6	.	1	6	104	6	0	1.5	99

More structures follow.
SMILES	MCL1 BIM primary	AGP1-GFP MLPCN	GRK2 aptamer HTS	GLD-1 TGE inh	Yeast superoxide	VLA-4 inh	Bcl-xL primary	MEX-5 binding	CIT2 TOR yeast
Cc1cc(Cl)c(C)c(S(=O)(=O)Oc2ccccc2NC(=O)CCC(=O)O)c1Cl	8	105	0	0	104	-6	10	.	92
CC(C)(C)C1CCc2onc(C(=O)Nc3ccc4c(c3)OCO4)c2C1 (stereo not given)	-1	106	4	1	99	-1	2	-3.0	112
COc1ccc(CCOC(=O)c2ccc(NC(=O)CC#N)cc2)cc1	-28	104	1	-17	104	9	-9	-2.4	105
CC(C)(C)NC(=O)C(c1ccc(F)cc1)N(CC1CCCO1)C(=O)c1csnn1 (stereo not given)	8	96	1	2	121	0	4	0.2	108
CC(=O)N1N=C(N)SC1(C)C	0	106	3	-3	115	34	-2	-1.3	99
Cc1ccc(NC(=S)N/N=C/c2ccc([N+](=O)[O-])s2)cc1	-58	26[may fluoresce violet]	15	-18	103	-124	-20	-0.6	?
O=C(CSc1ccc(Cl)cc1)N1CCN(c2ccc([N+](=O)[O-])cc2Cl)CC1	-4	100	4	13	113	-7	7	-0.1	96
CC1(C(=O)N(c2ccccc2)C(C(=O)NC2CCCC2)c2ccccn2)CC(=O)N=C2C=CC=CN21 (stereo not given)	-1	104	0	3	112	-18	4	.	94
COc1ccc(CCNC(=O)/C=C/c2ccco2)cc1	3	96	2	-6	92	11	4	0.0	96
O=C(COc1cccc(Cl)c1)Nc1ccccc1N1CCCCC1	2	107	0	-7	100	4	-2	-1.2	103
CCOc1ccc(NC(=O)CN(C)C(=O)CCCc2c[nH]c3ccccc23)cc1OCC	2	109	0	4	116	1	5	-0.7	95
COc1ccc(COC(=O)c2ccc(Cl)c(S(=O)(=O)N3CCOCC3)c2)cc1F	7	109	4	1	105	4	0	0.7	104
Cc1csc(=O)n1CCC(=O)OCC(=O)c1c(N)n(CC(C)C)c(=O)n(C)c1=O	-7	114	4	-1	93	-2	13	1.6	96
O=C(OCC(=O)C12CC3CC(CC(C3)C1)C2)c1ccc(O)cc1	.	93	0	6	123	12	.	.	89
N#CCSc1nc2c(cc1C#N)CCCC2	5	107	1	3	116	0	4	-0.9	93
CCCc1cc(C(=O)NNC(=S)Nc2cccc(C)c2)cs1	9	114	2	13	87	-9	8	0.1	111
Cc1ccc(SCC(=O)Nc2ccccc2C(=O)N2CCOCC2)cc1	17	94	0	2	100	-8	13	-1.2	103
Cc1ccccc1N/N=C/c1c(C)nc2ccccn12	0	99	0	-3	98	-2	3	-1.0	100
O=C(NC1CCCc2ccccc21)c1c(F)cccc1Cl (stereo not given)	-2	87	1	-1	97	-1	2	0.3	89
COc1cc(C(=O)N=c2sc3ccccc3n2C)cc(OC)c1OC	3	98	0	4	98	-7	3	-2.1	101
